HTT cytoprotect – qHTS Multiplex Assay to Identify Dual Action Probes in a Cell Model of Huntington: Cytoprotection (ATP); PC12 HTT-Q103 induced, cytoprotection, ATP luminescence, 40 h; AID 1471, 2008; Potency, µM (highest dose often 56.4 µM), for the others: cytoprotection (ATP increase), actives largely listed as activators; hit rate 0.14% among 230,000;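 also: potency is read from the fitted curve at half-maximal effect; % of control where 0% means no effect; nearly all actives have a fitted effect of over 45% in size; toxic huntingtin expression switched on by the ecdysone agonist tebufenozide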
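ATP quantification (ATPlite) reports survival of PC12 cells in which tebufenozide, 100 nM final, switches on Htt exon 1 with 103 glutamines linked to GFP; compounds are titrated.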
Lamin A splicing – qHTS Assay for Modulators of Lamin A Splicing | HeLa LMNA splicing GFP/RFP minigene ratio, 48 h | Potency, µM (doses to about 46.1 µM), inactives show at the top dose ratio change, negative = inhibition, most hits filed as inhibitors | hit rate 0.01% among 200,000; active = well fitted inhibition curve with a large enough effect in the signal ratio, with a control signal flat, not every such curve was filed as active; inconclusive = small, poorly fitted or top-dose-only effect, or effect the other way, or a change in a side signal; the % refers to the signal ratio; also: potency is read from the fitted curve at half-maximal effect; % is scaled to controls: 0 for no effect and ±100 for the full control effect
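S3 HeLa cells stably expressing lamin A-EGFP splicing minigene plus DsRed2, 600 cells/well, 48 h compound exposure at 37C. Laser-scanning cytometry; analysed as GFP (500-530 nm)/RFP (575-640 nm) total intensity ratio; 0.5% DMSO vehicle.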
GAA glycogen – qHTS Assay for Inhibitors and Activators of Human alpha-Glucosidase Cleavage of Glycogen; Lysosomal alpha-glucosidase (Homo sapiens), P10253; recombinant GAA, glycogen substrate, Amplex Red glucose oxidase fluorescence; Potency, µM (doses to about 76.4 µM), inactives show top-dose activity change, negative = inhibition, hits mostly inhibitors; hit rate 0.38% among 300,000; AID 2100, 2009;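 also: potency is read from the fitted curve at half-maximal effect; 0% = full enzyme reaction and -100% = no-enzyme basal signal; the screen sought inhibitors and activators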
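Recombinant human alpha-glucosidase (4 nM final) hydrolysed bovine liver glycogen (30 ug) for 40 min at 37 C in pH 5.0 citrate/phosphate with 0.01% Tween-20. Released glucose detected by glucose oxidase/Amplex Red, Ex 573/Em 610 nm. Compounds up to 77 uM; AC50 from Hill fits.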
HttQ103 aggreg – qHTS Multiplex Assay to Identify Dual Action Probes in a Cell Model of Huntington: Aggregate Formation (GFP); Potency, µM (highest dose often 46.1 µM), for the others: top-dose activity change, negative = inhibition, usual class: inhibitors; AID 1688, 2009; PC12 HttQ103-GFP aggregates, Acumen cytometry, 40 h; hit rate 1.1% among 220,000; also: potency is read from the fitted curve at half-maximal effect; % is scaled to controls: 0 for no effect and ±100 for the full control effect; nearly all actives have a fitted effect of over 60% in size
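PC12/HTTQ103-GFP, ecdysone-inducible; teb 100 nM; cpd qHTS titration; GFP aggregates read on laser cytometer, Ex 488/Em 500-530 nm.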
GAA inhib – qHTS Assay for Inhibitors of Human alpha-Glucosidase as a Potential Chaperone Treatment of Pompe Disease; hit rate 0.005% among 200,000; Lysosomal alpha-glucosidase (Homo sapiens), P10253; AID 1466, 2008; Potency, µM (top dose mostly 76.9 µM), inactives show at the top dose activity change, negative = inhibition, most hits filed as inhibitors; purified human GAA, 4-MU-alpha-glucoside fluorescence;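 also: potency is read from the fitted curve at half-maximal effect; plate controls were uninhibited enzyme wells for no effect and no-enzyme background for full effect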
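Compounds are titrated up to 77 uM against 4 nM human enzyme. Substrate 4-methylumbelliferyl-alpha-D-pyranoside (400 uM) reacts 20 min at room temperature in pH 5.0 buffer; liberated 4-methylumbelliferone is read at 440 nm.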
GAA spleen mod – qHTS Assay for Inhibitors and Activators of Human alpha-Glucosidase From Spleen Homogenate; Lysosomal alpha-glucosidase (Homo sapiens), P10253; human spleen homogenate, 4-MU-alpha-glucoside fluorescence; Potency, µM (top dose mostly 79.9 µM), inactives show at the top dose activity change, negative = inhibition, most hits filed as inhibitors; hit rate 0.006% among 240,000;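 also: potency is read from the fitted curve at half-maximal effect; 0% = enzyme with vehicle and -100% = no enzyme basal signal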
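AC50 values come from Hill-equation fits of concentration-response data, normalized to no-enzyme and full-activity controls. Enzyme source: 1 ug human spleen homogenate; 1 mM fluorogenic 4-MU glucoside, pH 5.0 citrate buffer, 37 C, 40 min.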
CBFb RUNX1 block – qHTS Assay for Compounds Blocking the Interaction Between CBF-beta and RUNX1 for the Treatment of Acute Myeloid Leukemia; Runt-related transcription factor 1 (Homo sapiens) + Core-binding factor subunit beta …; AlphaScreen CBFb-His/RUNX1-biotin binding, biochemical; Potency, µM (series often up to 59.8 µM), for inactives: top-dose activity, negative = inhibition, hits mostly inhibitors; 230,000 tested, under 10 active; AID 1477, 2009; also: % of control where 0% means no effect
Target sequence (Q01196 whole entry, looked up): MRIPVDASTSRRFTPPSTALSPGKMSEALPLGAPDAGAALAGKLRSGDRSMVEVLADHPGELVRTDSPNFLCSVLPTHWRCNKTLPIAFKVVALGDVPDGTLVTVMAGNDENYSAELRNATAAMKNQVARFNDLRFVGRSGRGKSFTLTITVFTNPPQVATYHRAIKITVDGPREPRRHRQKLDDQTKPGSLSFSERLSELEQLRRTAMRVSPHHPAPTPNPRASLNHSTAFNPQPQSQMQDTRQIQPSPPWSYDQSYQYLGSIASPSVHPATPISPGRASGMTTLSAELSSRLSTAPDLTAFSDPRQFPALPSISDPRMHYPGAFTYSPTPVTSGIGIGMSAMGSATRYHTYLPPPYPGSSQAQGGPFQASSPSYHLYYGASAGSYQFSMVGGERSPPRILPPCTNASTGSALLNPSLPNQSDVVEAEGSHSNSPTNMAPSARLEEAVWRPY
Target sequence (Q13951 whole entry, looked up): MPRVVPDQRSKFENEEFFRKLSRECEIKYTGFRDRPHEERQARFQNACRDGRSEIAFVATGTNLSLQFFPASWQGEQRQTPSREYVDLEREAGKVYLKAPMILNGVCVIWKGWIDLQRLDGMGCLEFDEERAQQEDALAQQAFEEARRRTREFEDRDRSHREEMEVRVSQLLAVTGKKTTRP
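CBFb-His/RUNX1-biotin, 30 nM each, preincubated 20 min RT; compound 15 min RT; Ni + streptavidin beads 50 ng each, 90 min RT; AlphaScreen read.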
The depositor's hits bear a star; ? = inconclusive; / = no result given; [ ] = dose if it differs, or a comment. Unless noted, calls follow the shape of the dose curve; as a rule, active = well fitted curve in the direction sought with a large enough effect; inconclusive = small, poorly fitted or top-dose-only effect, or another doubt; inactive = no such curve, though single readings can be large; an effect the other way counts as inactive or inconclusive.

1	COCCNC(=O)C(c1ccc(C)o1)N(C(=O)c1snc(C(N)=O)c1N)c1ccc(C)cc1 (stereo not drawn)
2	CCC(=O)Nc1cccc(C(=O)OCc2cccc([N+](=O)[O-])c2)c1
3	CCOc1ccc(NS(=O)(=O)c2ccc(C(=O)N3CCN(c4ncccn4)CC3)cc2)cc1
4	CC1(C)CC(=NNC(=O)c2n[nH]c3c2CCC3)CC(C)(C)N1
5	CC(C)c1ccccc1NC(=O)CC1(CC(=O)O)CCCC1
6	COc1ccc(NS(=O)(=O)c2cc(NC(=O)c3ccco3)ccc2N2CCCC2)cc1
7	COc1cc(SC)ccc1C(=O)OCC(=O)NC(=O)NC(C)C
8	CC1(C)CC(=O)c2c(-c3cccnc3)n[nH]c2C1

entry no.	1	2	3	4	5	6	7	8
HTT cytoprotect	-10.2%[10 µM]	-2.9%[10 µM]	-46.2%[inhibitor]	-3.6%[10 µM]	8.2%[10 µM]	-18.5%[10 µM]	-39.1%[inhibitor]	-2.9%
Lamin A splicing	-5.4%	19.7%[46 µM]	?	/	/	?	/	-9.6%
GAA glycogen	0.8%	3.7%	-9.5%	2.0%	4.5%	?	-0.2%	11.5%
HttQ103 aggreg	-3.5%	11.6%	-24.3%	1.4%[9.22 µM]	13.2%[9.22 µM]	25.2%	4.9%	-14.3%
GAA inhib	-25.9%	7.3%	?	15.9%	/	2.1%	-2.1%	9.2%
GAA spleen mod	-7.1%	3.9%	-6.0%	2.2%	5.0%	-6.8%	-5.7%	5.9%
CBFb RUNX1 block	4.2%	-4.2%	-9.5%	0.5%	6.2%	-17.0%	-0.6%	6.8%

9	Cc1ccc(N2C(=O)CC(Sc3ccccc3C(=O)O)C2=O)cc1C (stereo not drawn)
10	O=C(OCc1cnc(Cl)s1)c1ccccc1Cl
11	Cc1ccc(Oc2ncccc2NC(=O)CC(CC(=O)O)c2ccccc2)c2c1CCC2 (stereo not drawn)
12	CCOc1ccc(-c2nnc3ccc(SCC(=O)N4CCCCC4)nn23)cc1
13	CCOC(=O)C1(Cc2ccc(OC)cc2)CCN(C(=O)CCc2cnccn2)CC1
14	COc1ccccc1N=Cc1c(C)[nH]n(-c2ccc(C)cc2C)c1=O
15	CCn1c(SCC(N)=O)nnc1-c1ccc(S(=O)(=O)N2CCN(C)CC2)cc1
16	O=C1c2ccccc2C(=O)N1CCc1ccccn1

entry no.	9	10	11	12	13	14	15	16
HTT cytoprotect	-23.0%	0.5%	1.2%[10 µM]	-5.4%	-28.2%[10 µM]	14.2%[10 µM]	-4.9%[10 µM]	14.1%[1.9 µM]
Lamin A splicing	?	-1.1%	/	-1.0%	/	-2.4%[46 µM]	-10.2%	-0.5%
GAA glycogen	-4.7%	12.6%	2.3%	4.2%	3.8%	-5.5%	0.4%	-2.7%
HttQ103 aggreg	-7.6%[9.22 µM]	19.7%	-4.0%[9.22 µM]	-16.0%	-35.4%[9.22 µM]	-5.2%[9.22 µM]	3.3%	-10.9%
GAA inhib	0.2%	5.8%	/	-7.4%	/	11.6%	-1.1%	-15.2%
GAA spleen mod	2.1%	-7.3%	1.3%	3.6%	-4.0%	4.5%	-0.9%	2.8%
CBFb RUNX1 block	4.3%	12.6%	7.4%	4.7%	10.8%	0.0%	8.6%	5.3%

Part of the list above in order of SMILES length, smallest number first:
16	O=C1c2ccccc2C(=O)N1CCc1ccccn1
8	CC1(C)CC(=O)c2c(-c3cccnc3)n[nH]c2C1
5	CC(C)c1ccccc1NC(=O)CC1(CC(=O)O)CCCC1
14	COc1ccccc1N=Cc1c(C)[nH]n(-c2ccc(C)cc2C)c1=O
12	CCOc1ccc(-c2nnc3ccc(SCC(=O)N4CCCCC4)nn23)cc1
2	CCC(=O)Nc1cccc(C(=O)OCc2cccc([N+](=O)[O-])c2)c1
13	CCOC(=O)C1(Cc2ccc(OC)cc2)CCN(C(=O)CCc2cnccn2)CC1
11	Cc1ccc(Oc2ncccc2NC(=O)CC(CC(=O)O)c2ccccc2)c2c1CCC2 (stereo not drawn)
6	COc1ccc(NS(=O)(=O)c2cc(NC(=O)c3ccco3)ccc2N2CCCC2)cc1
1	COCCNC(=O)C(c1ccc(C)o1)N(C(=O)c1snc(C(N)=O)c1N)c1ccc(C)cc1 (stereo not drawn)

entry no.	16	8	5	14	12	2	13	11	6	1
HTT cytoprotect	14.1%[1.9 µM]	-2.9%	8.2%[10 µM]	14.2%[10 µM]	-5.4%	-2.9%[10 µM]	-28.2%[10 µM]	1.2%[10 µM]	-18.5%[10 µM]	-10.2%[10 µM]
Lamin A splicing	-0.5%	-9.6%	/	-2.4%[46 µM]	-1.0%	19.7%[46 µM]	/	/	?	-5.4%
GAA glycogen	-2.7%	11.5%	4.5%	-5.5%	4.2%	3.7%	3.8%	2.3%	?	0.8%
HttQ103 aggreg	-10.9%	-14.3%	13.2%[9.22 µM]	-5.2%[9.22 µM]	-16.0%	11.6%	-35.4%[9.22 µM]	-4.0%[9.22 µM]	25.2%	-3.5%
GAA inhib	-15.2%	9.2%	/	11.6%	-7.4%	7.3%	/	/	2.1%	-25.9%
GAA spleen mod	2.8%	5.9%	5.0%	4.5%	3.6%	3.9%	-4.0%	1.3%	-6.8%	-7.1%
CBFb RUNX1 block	5.3%	6.8%	6.2%	0.0%	4.7%	-4.2%	10.8%	7.4%	-17.0%	4.2%

(listing goes on)
17	CCCC(=O)NC(C)c1nc2ccccc2n1CC (stereo not drawn)
18	CC1CCN(C(=S)Nc2ccc(F)cc2)CC1
19	C#CCOC(=O)C[N+](C)(C)CC#Cc1ccccc1
20	CCC(CO)NC(=O)c1ccc(-c2nn(C)c(=O)c3ccccc23)cc1 (stereo not drawn)
21	CCCC1=NN(C(=O)Cc2ccc([N+](=O)[O-])cc2)C(O)(C(F)(F)F)C1 (stereo not drawn)
22	Cc1oc2ccc(O)c(CN3CCOCC3)c2c1C(=O)c1ccc(Cl)cc1
23	Cc1cc(C(=O)N/N=C/c2cc(Br)cc([N+](=O)[O-])c2O)c2ccccc2n1
24	Cn1c(=O)c2c(nc(N3CCCCCC3)n2CC(=O)c2ccc(Br)cc2)n(C)c1=O
25	CC1=Nc2ccc(Br)cc2C(c2ccccc2)N1CC(=O)O (stereo not drawn)

entry no.	17	18	19	20	21	22	23	24	25
HTT cytoprotect	1.1%	17.9%[0.074 µM]	-2.5%	-4.4%	-26.9%	-46.0%[inhibitor]	31.2%[10 µM]	12.6%	/
Lamin A splicing	-7.7%	-10.9%	15.1%[46 µM]	1.9%	/	?	?	?	7.8%[46 µM]
GAA glycogen	3.8%	-7.5%	1.8%	6.8%	-2.1%	-7.0%	-4.4%	1.1%	-4.5%
HttQ103 aggreg	-25.8%	-5.8%	-0.7%	-1.2%[9.22 µM]	-1.4%	5.4%	?	-7.2%	/
GAA inhib	0.4%	1.7%	-1.5%	-0.8%	-3.5%	-3.3%	-0.5%	-0.7%	6.9%
GAA spleen mod	5.0%	-5.5%	-1.8%	7.8%	-1.8%	-1.1%	-0.7%	4.7%	-0.3%
CBFb RUNX1 block	10.8%	-0.2%	6.1%	1.8%	6.5%	2.6%	/	10.1%	1.4%

Hits appear at their usual frequency. About 1.5% of those tested had a hit in this group.
